High-throughput results as filed in PubChem.
ERAP1 HTS inh – human ERAP1 aminopeptidase inhibitors, primary screen, biochemical, single point, plate reader; Endoplasmic reticulum aminopeptidase 1 (Homo sapiens), Q9NZ08; recombinant ERAP1, Leu-AMC fluorescence, 60 min; inhibition, % at 10.7 µM; 0.15% of 340,000 active; AID 652197, 2013;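 active = mean replicate inhibition of at least 30%, or all replicates individually reaching that 30% level; inactive = mean below 30% and not every replicate reaching it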;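 note: 0% = neutral control wells and 100% = L-leucinethiol positive control wells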
E-sel inducer – E-selectin induction in HUVECs, primary screen, imaging, HUVEC, immunofluorescence imaging, single point | P16581 | normalized: neutral wells 0, TNF-alpha wells 100 | activation, % at 7.58 µM | 0.37% of 260,000 active | AID 686992, 2013;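 active = mean E-selectin-positive cell signal at least 10% of the positive control, reached in at least 60% of replicates, without over 20% cell loss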;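 note: in these data hits start at about 27%; measured in HUVEC primary endothelial cells; signal is the percent of cells scored E-selectin positive by PE staining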
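Material: HUVEC primary endothelial cells; Amount: 3,000 cells per well; Dosing: single concentration; Medium: EGM-2 growth medium on 0.1% gelatin-coated wells; Read-out basis: percent E-selectin-positive cells; Signal: immunofluorescence imaging; Control set: TNF-alpha, DMSO.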
RAD52 inh – RAD52 DNA annealing inhibitors, primary screen, biochemical, FRET, single point, set 2 | DNA repair protein RAD52 homolog (Homo sapiens), P43351 | recombinant RAD52 DNA annealing, FRET fluorescence | inhibition, % at 18.7 µM | 0.46% of 360,000 active | AID 651710, 2012;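 active = every replicate showing at least 50% inhibition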
esBAF inh – Bmi1 luciferase reporter increase in mESCs, primary screen, esBAF inhibitor project, mouse ES cells, Bmi1 luciferase knock-in, single point | AID 602393, 2012 | 24 h; 100% = twice the neutral-well signal | reporter increase, % at 12.5 µM | 2% of 350,000 active; in the data active = activation above about 40%;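 note: 0% = median of the plate's neutral control wells and 100% = double that signal; a rise in the Bmi1 reporter signal indicates esBAF inhibition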
XiGFP reactiv – activators of inactive X chromosome reactivation, primary screen, imaging, XiGFP fibroblasts, GFP high-content imaging, set 2 | XiGFP mouse fibroblasts, % GFP-positive cells imaging, 3 d; cells co-treated with 5-aza-dC sensitizer; scaled so ellipticine positive control = 100% | activation, % at 7.58 µM | 0.055% of 360,000 active;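 active = mean normalized replicate activation at least 10% and every replicate at or above 10%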;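 note: 0% = median of on-plate neutral control wells and 100% = ellipticine 6 µM median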
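assay system = SV40-immortalized XiGFP fibroblast cells, line 68-5-11 | buffer or medium = DMEM plus 5-aza-dC sensitizer | doses = single-point pinned compound dosing | times = 3-day compound exposure, then 15 min fixation at room temperature | benchmarks = positive control ellipticine, 6 µM final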
RAD54 inh – inhibitors of human RAD54 branch migration, primary screen, biochemical, fluorescence, single point; DNA repair and recombination protein RAD54-like (Homo sapiens), Q92698; RAD54 Holliday junction branch migration, FAM/BHQ fluorescence; inhibition, % at 10.4 µM; 0.14% of 360,000 active;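 active = mean normalized replicate activity at least 40 and at least half of replicates scoring 40 or more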;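 note: 0% = median of neutral control wells and 100% = median of positive control wells; inhibitors cause a drop in the FAM fluorescence signal; in these data hits start at about 50%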
Target sequence (Q92698 whole entry, looked up): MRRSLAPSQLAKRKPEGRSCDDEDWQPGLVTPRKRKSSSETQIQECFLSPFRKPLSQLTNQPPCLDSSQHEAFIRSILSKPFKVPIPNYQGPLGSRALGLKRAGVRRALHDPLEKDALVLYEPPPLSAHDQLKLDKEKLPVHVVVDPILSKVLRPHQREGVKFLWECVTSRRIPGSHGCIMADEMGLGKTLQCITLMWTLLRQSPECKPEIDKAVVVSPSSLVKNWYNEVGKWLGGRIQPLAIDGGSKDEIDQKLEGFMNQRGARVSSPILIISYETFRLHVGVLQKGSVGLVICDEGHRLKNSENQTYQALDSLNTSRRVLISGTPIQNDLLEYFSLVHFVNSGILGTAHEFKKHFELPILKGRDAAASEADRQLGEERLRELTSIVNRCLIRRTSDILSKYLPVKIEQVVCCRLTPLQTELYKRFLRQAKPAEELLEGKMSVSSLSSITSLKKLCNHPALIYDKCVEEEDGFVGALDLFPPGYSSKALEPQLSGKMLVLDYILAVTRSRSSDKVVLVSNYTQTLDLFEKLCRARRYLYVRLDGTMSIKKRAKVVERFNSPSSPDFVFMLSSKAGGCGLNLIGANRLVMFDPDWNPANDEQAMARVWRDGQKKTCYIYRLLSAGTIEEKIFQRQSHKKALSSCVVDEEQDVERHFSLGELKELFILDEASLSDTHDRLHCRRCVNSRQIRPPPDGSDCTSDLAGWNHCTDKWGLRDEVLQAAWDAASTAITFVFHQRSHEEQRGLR
ERp5 inh – inhibitors of ERp5-driven insulin aggregation, primary screen, biochemical, turbidity, absorbance 650 nm, single point; Protein disulfide-isomerase A6 (Homo sapiens), Q15084; 90 min; inhibition, % at 9.99 µM; 0.05% of 350,000 active; AID 651711, 2012;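 active = mean replicate inhibition above about 25%, with every replicate also reaching it, limit read from the data, passing the limit was not always enough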
S100A4 inh HTS – inhibitors of S100A4-myosin IIA peptide binding, primary screen, biochemical, fluorescence polarization, TAMRA-MyoIIA peptide. Protein S100-A4 (Homo sapiens), P26447. inhibition, % at 10.7 µM. 0.14% of 360,000 active;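 active = mean inhibition of at least 70% across replicates, with every replicate also reaching that level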
Target sequence (P26447 whole entry, looked up): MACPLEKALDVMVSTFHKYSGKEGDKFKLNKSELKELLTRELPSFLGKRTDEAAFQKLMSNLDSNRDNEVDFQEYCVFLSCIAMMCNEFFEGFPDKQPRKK
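assay system = human S100A4 monomer with TAMRA-labelled myosin IIA peptide | also added = labelled myosin peptide probe, 5 nM | incubation = 5 min between mix addition and reading | control set = DMSO and TFP controls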
* hit, by the source's call; x = no result given.

SMILES	ERAP1 HTS inh	E-sel inducer	RAD52 inh	esBAF inh	XiGFP reactiv	RAD54 inh	ERp5 inh	S100A4 inh HTS
O=C(C[C@H]1C[C@@H]2c3cc(NC(=O)c4cccnc4)ccc3O[C@@H]2[C@H](CO)O1)NC1CCCC1	4	0.1	0	x	0.0	x	-9	-4
CC(=O)NCCn1c(SCc2ccccc2F)nc2ccccc2c1=O	2	x	-8	16	x	11	-11	2
COc1ccc(NC(=O)C2CCCN(S(=O)(=O)c3cccc4cccnc34)C2)cc1 (centres undefined)	-1	x	-16	-3	0.2	-4	-1	-6
O=C(CCc1ccccc1)Nc1cc2c(cc1C(=O)O)OCCCO2	-2	0.2	-12	-3	0.0	x	1	-9
CN1C(=O)c2cc(NC(=O)C3CCOCC3)ccc2OC[C@@H]2O[C@H](CC(=O)NCC3CCCCC3)CC[C@@H]21	3	0.1	21	3	0.0	5	-2	2
CC(=O)N(C)C[C@@H]1Oc2cc(C#Cc3ccccc3F)ccc2S(=O)(=O)N([C@@H](C)CO)C[C@H]1C	-1	0.1	2	2	0.1	0	-8	0
O=C(Nc1nnc(CCN2CCCCC2)s1)c1ccc(Br)cc1	-6	1.7	-25	5	0.0	-8	3	-29
Cc1ccc2oc(=O)c3cnn(CC(=O)N(CCN(C)C)Cc4ccco4)c3c2c1	2	0.9	-2	-3	0.2	17	-2	-2
CC(C)c1ccccc1NC(=O)COC(=O)c1cc(=O)[nH]c(=O)[nH]1	-1	x	-7	x	0.0	x	1	3
COc1ccccc1NS(=O)(=O)c1cccc(C(=O)NCC2(N(C)C)CCCCC2)c1	1	x	-2	x	0.2	17	9	-5
O=C(C[C@H]1C/C=C\CC[C@@H](Cc2ccc(F)cc2)C(=O)OCCNC1=O)NCCO	-6	-0.8	-16	-4	0.0	-2	2	-1
c1ccc(OCc2noc(CN3CC[C@@H]4CCCC[C@H]4C3)n2)cc1	-3	3.6	-15	-1	6.8	-3	-1	4
CCC1CCCCN1C(=O)c1cc(S(=O)(=O)N2CCOCC2)ccc1C (centres undefined)	-1	x	-10	7	-0.1	x	-2	5
CC(Nc1nc(-c2ccccc2)nc2ccccc12)c1ccccc1 (centres undefined)	x	0.5	-11	-18	0.0	1	2	-2
CCOc1ccccc1CN1CCNC(=O)C1CC(=O)NC1CCCCCC1 (centres undefined)	2	1.3	-32	-4	0.0	-5	-15	0

The final 5 records of the part above open the next one.
SMILES	ERAP1 HTS inh	E-sel inducer	RAD52 inh	esBAF inh	XiGFP reactiv	RAD54 inh	ERp5 inh	S100A4 inh HTS
O=C(C[C@H]1C/C=C\CC[C@@H](Cc2ccc(F)cc2)C(=O)OCCNC1=O)NCCO	-6	-0.8	-16	-4	0.0	-2	2	-1
c1ccc(OCc2noc(CN3CC[C@@H]4CCCC[C@H]4C3)n2)cc1	-3	3.6	-15	-1	6.8	-3	-1	4
CCC1CCCCN1C(=O)c1cc(S(=O)(=O)N2CCOCC2)ccc1C (centres undefined)	-1	x	-10	7	-0.1	x	-2	5
CC(Nc1nc(-c2ccccc2)nc2ccccc12)c1ccccc1 (centres undefined)	x	0.5	-11	-18	0.0	1	2	-2
CCOc1ccccc1CN1CCNC(=O)C1CC(=O)NC1CCCCCC1 (centres undefined)	2	1.3	-32	-4	0.0	-5	-15	0
Cc1ccc(NC(=O)Nc2ccc(Cl)cn2)cc1	-2	0.5	-12	x	0.0	x	0	-9
CCN(/C(N)=N/c1nc(C)cc(C)n1)c1ccccc1	-1	0.0	-11	0	0.3	7	-10	-3
CC(C)(C)c1ccc(C(=O)NCCNC(=O)c2ccco2)cc1	-2	0.1	-14	3	0.0	1	2	3
O=C(CSc1ccc2nnc(CCNC(=O)c3ccccc3)n2n1)NCc1ccc(F)cc1	1	-0.1	-2	-2	0.1	-3	-16	-7
CCC(Cc1ccccc1)NC(=O)C1CC1 (centres undefined)	2	x	-9	-3	0.3	-3	-13	4
Cn1cnc(S(=O)(=O)N2CCCCN3[C@H](C2)[C@@H](c2ccc(-c4ccc(F)cc4)cc2)[C@@H]3CO)c1	0	0.0	-27	x	0.1	-2	-2	-8
CCOc1ccc(CN(C)CC(=O)NCc2ccc(F)cc2)cc1	-1	x	-3	-18	0.1	8	1	3
COc1cc(C(=O)NCCCN(C)C)ccc1OCC(=O)Nc1cccc(C(F)(F)F)c1	-5	x	4	x	0.0	x	-3	30
COc1ccc(NC(=O)CN(C)C(=O)/C=C/c2cn(-c3ccccc3)nc2-c2ccc(C)cc2)cc1	-1	0.7	-26	6	0.2	-1	-5	-1
O=C(NN/C(=N/S(=O)(=O)c1ccc(Cl)cc1)c1ccccc1)c1cccc(Cl)c1	1	x	-19	36	0.0	2	-2	-5
COc1ccc(NC(=O)CSc2nc3nc(C)cc(C)n3n2)cc1	1	-0.1	-7	4	0.1	-4	1	-3
Cc1ccc(-c2ccc3c(c2)O[C@@H](CN(C)S(C)(=O)=O)[C@@H](C)CN([C@@H](C)CO)S3(=O)=O)cc1	-3	0.0	12	1	-0.6	4	-4	11
COCc1cnc(C)nc1N	0	x	-14	x	0.0	x	-9	-1
O=C(COC(=O)c1ccccc1OCc1ccc(Cl)cc1)NCC1CCCO1 (centres undefined)	4	0.0	-8	-4	0.2	10	-1	-1
Cc1nnc(Sc2nc3c(c(=O)[nH]c(=O)n3C)n2CCc2ccccc2)s1	-4	-0.8	10	0	0.2	-1	0	2
COc1ccc(CC(=O)Nc2ccc(NC(=O)c3ccc(Br)cc3)cc2)cc1OC	-2	x	-6	-10	0.0	1	0	-8
CCCN(CC(=O)Nc1ccccc1C)C(=O)c1ccc2[nH]c3c(c2c1)CC(C)CC3 (centres undefined)	2	x	-12	-5	0.3	1	4	-2
Cc1nn(-c2ccc([N+](=O)[O-])cc2)c(N)c1-c1ccccc1	7	0.5	1	49*	0.0	0	-9	-4
O=C(Cc1ccccc1)N1C[C@H]2[C@@H](c3ccccc31)[C@@H](CO)N2C(=O)C1CC1	4	-0.1	4	10	0.0	-5	2	6
O=C(NCc1ccccc1Cl)c1ccc(CS(=O)(=O)c2ccccc2)o1	2	0.9	-4	-7	0.0	4	3	6
O=S(=O)(NCc1csc(-c2ccccc2)n1)c1ccc(Cl)s1	0	0.2	-9	-2	0.3	4	3	-6
O=C(NCCS(=O)(=O)N1CCN(c2ccccc2)CC1)C12CC3CC(CC(C3)C1)C2	-2	0.1	0	-8	0.3	10	-2	-3
Cc1ccc(CNC(=O)CN(C(=O)C2(C)CC(=O)N=C3C=CC=CN32)c2ccccc2)cc1 (centres undefined)	1	x	-14	-2	0.0	-10	2	6
CCOC1=C2CN(S(=O)(=O)c3ccc(C)cc3)[C@H](c3ccccc3)C[C@@H]2N(S(C)(=O)=O)[C@H](c2ccccc2)C1	0	-0.2	-26	-4	0.1	3	5	-6
Cc1cccc2nc3c(nc12)CCCC3	1	0.1	-7	-4	0.0	-2	3	-4
Cc1nc2c(C(=O)NCCc3ccccc3)c[nH]n2c(=O)c1Cl	1	x	-3	x	x	x	8	5
Cc1cc(C)c2c(N)c3cccc(C)c3nc2n1	10	x	78*	x	1.2	x	5	-11
COc1cccc(NC(=O)CSc2nnc(NC(=O)c3ccco3)s2)c1	-2	1.0	-6	7	0.1	5	5	7
CC(=O)Nc1ccc(S(=O)(=O)Nc2nc3ccccc3nc2-n2ccc(=NC(=O)c3ccccc3)cc2)cc1	x	x	-250	x	0.1	-14	1	-5
CCCC(=O)Nc1ccc2c(c1)C(=O)N(C)[C@@H]1CC[C@H](CC(=O)NCC3CC3)O[C@@H]1CO2	1	0.5	-3	-7	0.4	-6	1	9
COc1ccc(S(=O)(=O)NCCN2CCOCC2)cc1[N+](=O)[O-]	3	x	-4	x	0.1	-7	3	1
O=C(NCc1ccco1)C1CCC(N2C(=O)c3ccccc3C2=O)CC1 (centres undefined)	0	x	-8	x	x	x	-1	-3
COc1ccc(N2CCN(c3oc(-c4ccccc4OC)nc3C#N)CC2)cc1	2	x	-11	-10	x	12	0	-1
COC(=O)[C@]12C[C@H](CC(=O)NCc3cccc(C(F)(F)F)c3)C(=O)N(Cc3ccc4c(c3)OCO4)C1=C[C@H](COCc1ccccc1)O[C@@H]2C	0	0.8	-12	x	0.1	x	-6	2
ClCC1NCC(c2ccccc2Cl)c2c1[nH]c1ccccc21 (centres undefined)	1	6.6	-3	x	4.1	x	4	-10
O=C(NCc1ccccc1Cl)C1CCCN(S(=O)(=O)c2cccc3nonc23)C1 (centres undefined)	2	0.0	-19	0	0.3	-4	0	-5
CC(C)CN(C(=O)CSc1nc2ccccc2c(=O)[nH]1)c1c(N)n(CC(C)C)c(=O)[nH]c1=O	2	x	-7	-2	0.2	0	-7	1
Cc1cc(=O)[nH]c(SCC(=O)c2ccc(F)c(C)c2)n1	0	x	-20	4	0.2	-3	2	8
O=C1CC(=O)N(c2ccccc2)N1c1ccccc1	0	x	-28	x	0.0	x	-1	3
C=CCn1c(-c2cccc(S(=O)(=O)N(CC)CC)c2)n[nH]c1=S	1	2.5	-1	-4	-0.1	6	2	-1
O=C(C1CCC1)N1CCCCN2[C@H](C1)[C@H](c1ccc(C#CC3CCCC3)cc1)[C@@H]2CO	-2	x	12	x	x	-8	6	0
COc1ccc(S(=O)(=O)Nc2cccc3c2O[C@@H](CN(C)S(=O)(=O)c2ccc(Cl)cc2)[C@H](C)CN([C@H](C)CO)C3=O)cc1	-3	3.9	4	0	-1.0	-5	8	2
C[C@@H]1CN([C@@H](C)CO)C(=O)c2cc(NC(=O)Cc3ccccc3)ccc2O[C@@H](C)CCCCO[C@@H]1CN(C)CC1CCCCC1	-2	-0.6	-9	-4	-1.0	-7	0	12
COc1cccc(S(=O)(=O)N[C@H]2CC[C@@H](CC(=O)NCc3ccccc3)O[C@H]2CO)c1	1	-1.3	-4	-3	0.0	3	-3	-2
COc1ccc(C(C)=O)cc1COC(=O)Cc1cc(OC)c(OC)c(OC)c1	0	x	-8	-5	0.0	8	4	-2
CS(=O)(=O)N1[C@H](C#N)[C@H](c2ccc(C#CC3CCCCC3)cc2)[C@@H]1CO	3	1.5	-15	37	0.0	-3	-2	-5
Cc1sc2ncnc(N3CCN(C(=O)c4ccco4)CC3)c2c1C	-3	x	-17	x	0.0	x	4	4
O=C(Nc1ccccc1C(=O)N1CCCCCC1)c1ccccc1Cl	-3	x	-12	1	0.2	-20	8	5
CCC/C(C)=N\Nc1nc2c(c(=O)n(C)c(=O)n2C)n1C	6	2.5	1	x	0.3	3	3	2
CC(=O)N1CCCc2cc(S(=O)(=O)N3CCCC(C(=O)N4CCN(c5ccccc5)CC4)C3)ccc21 (centres undefined)	0	x	-17	-8	0.0	x	2	-2
C[C@@H]1CN([C@H](C)CO)C(=O)c2cccc(NC(=O)C3CCOCC3)c2O[C@H]1CN(C)S(=O)(=O)c1cccs1	4	0.0	2	3	-1.3	-5	2	-9
